Screens from PubChem BioAssay.
NFkB transloc inh = blocks IL-1B driven NFkB nuclear translocation in HUVEC cells; HUVEC IL-1B NFkB p65 nuclear translocation imaging; actives 0.43% (n = 94,000); inhibition, % at 2 µM;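 active = inhibition above about 30% together with a positive call from visual inspection of the well image, limit read from the data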;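 note: nuclear over cytoplasmic p65 intensity ratio measured by imaging; 0% = IL-1B stimulated DMSO wells and 100% = unstimulated DMSO wells; values of inactives mirror those of a sister screen read the other way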
Bcl-B displacement = displacers of TR3 peptide from Bcl-B, primary screen, selectivity assay for Bfl-1 inhibitor project, biochemical, fluorescence polarization; FP displacement of FITC-TR3 peptide from Bcl-B; higher % means a stronger effect; one-dose displacement, % at 20 µM; IC50 in µM for titrated hits; actives 0.11% (n = 96,000); AID 748;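 active = displacement above 50% at 20 µM plus a fluorescence interference ratio under 1.5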;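 note: plate controls were wells without compound for no effect and wells lacking Bcl-B protein for full effect; a part of the inactive calls stands beside numbers as strong as those of hits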
MRP reversal = MRP-mediated drug resistance reversal; H69AR cells + 2 uM doxorubicin, CellTiter-Glo, 72 h; differential viability (reversal), % at 10 µM; actives 0.04% (n = 85,000);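 active = viability drop by adding the cancer drug above about 55%, with treated viability meeting a 40% cutoff, limit read from the data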;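 note: viability without doxorubicin minus viability with 2 µM doxorubicin for each compound; larger differential means the compound sensitizes cells more to doxorubicin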
IL1B NFkB pot = enhances IL-1B driven NFkB nuclear translocation; HUVEC IL-1B NFkB p65 nuclear translocation imaging; activation, % at 2 µM; actives 0.3% (n = 94,000);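 active = activation above 40%, about the mean plus 3 SD, also judged a hit on visual image review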;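 note: percent activation is computed from the nuclear over cytoplasmic p65 intensity ratio; values of inactives mirror those of a sister screen read the other way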
PLAP inhibitors HTS = PLAP enzyme inhibitors, biochemical, luminescence, HTS (AID 690) | purified PLAP, luminescent substrate; higher % means a stronger effect | inhibition, % at 20 µM, or IC50 in µM where a hit was titrated | actives 0.08% (n = 96,000); in the data active = a potency from the dose series; inactive = the rest, 99 in 100 with inhibition below about 30%; note: strong numbers were not always called active
MRP reversal cytotoxicity = recorded beside MRP reversal, whose call it bears; viability, %; H69AR cells, CellTiter-Glo, 72 h; measured here: cytotoxicity without doxorubicin
MRP reversal with doxorubicin = further read-out of MRP reversal, marked with its call; viability, %; measured here: viability with 2 uM doxorubicin; stronger effect = lower value
NFkB transloc inh cell count 2 µM = recorded beside NFkB transloc inh, whose call it bears; cell count; measured here: cells passing quality filter;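 raw number of nuclei counted in each imaged well without normalization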
IL1B NFkB pot cell count 2 µM = further read-out of IL1B NFkB pot, marked with its call; cell count; measured here: cells passing quality filter
Numbers without * were called inactive; / = not tested or not shown. The list is partial. The share of hits here may be higher or lower than overall.

Start of the listing, in advance:
Under each structure: NFkB transloc inh	NFkB transloc inh cell count 2 µM	Bcl-B displacement	MRP reversal	MRP reversal cytotoxicity	MRP reversal with doxorubicin	IL1B NFkB pot	IL1B NFkB pot cell count 2 µM	PLAP inhibitors HTS
O=C(Cc1cccc2ccccc12)N/N=C/c1ccc(F)cc1
    4	57	-4%	/	/	/	-4	57	15%
CCOc1ccccc1NC(=O)c1cc(S(=O)(=O)N2CCC3(CC2)OCCO3)ccc1F
    11	74	-9%	0	91	92	-11	74	-9%
COc1ccc(N(CC(=O)NN=C2CCCCCCC2)S(=O)(=O)c2ccccc2)cc1Cl
    0	170	-22%	/	/	/	0	170	-55%
Cc1ccc(Cn2nc(C)c(NC(=O)C3CC3)c2C)cc1
    5	86	/	11	101	91	-5	86	/

The listing, previewed entries included:
Under each structure: NFkB transloc inh	NFkB transloc inh cell count 2 µM	Bcl-B displacement	MRP reversal	MRP reversal cytotoxicity	MRP reversal with doxorubicin	IL1B NFkB pot	IL1B NFkB pot cell count 2 µM	PLAP inhibitors HTS
O=C(Cc1cccc2ccccc12)N/N=C/c1ccc(F)cc1
    4	57	-4%	/	/	/	-4	57	15%
CCOc1ccccc1NC(=O)c1cc(S(=O)(=O)N2CCC3(CC2)OCCO3)ccc1F
    11	74	-9%	0	91	92	-11	74	-9%
COc1ccc(N(CC(=O)NN=C2CCCCCCC2)S(=O)(=O)c2ccccc2)cc1Cl
    0	170	-22%	/	/	/	0	170	-55%
Cc1ccc(Cn2nc(C)c(NC(=O)C3CC3)c2C)cc1
    5	86	/	11	101	91	-5	86	/
O=C1c2ccccc2C(=O)N1CCc1nc2ccccc2c(=O)n1Cc1ccco1
    -8	93	-20%	10	93	83	8	93	-43%
Cn1c2ccc(F)cc2c2ncn(CCCN(CCO)CCO)c(=O)c21
    -9	100	-2%	-5	86	91	9	100	-14%
CCN(CC)c1ccc(/C=c2\sc3nnc(-c4ccccc4Cl)n3c2=O)cc1
    -4	171	-135%	3	97	94	4	171	38%
CCCN1CCN(C(=O)c2ccc(Sc3ccc(C)cc3)c(NC(C)=O)c2)CC1
    -16	154	5%	13	99	86	17	154	-43%
O=C(CCCCn1c(=O)c2ccccc2n(CC(=O)Nc2ccccc2)c1=O)NCc1ccco1
    2	130	-10%	6	99	92	-2	130	-13%
FC(F)(F)c1nnc2sc(-c3cccs3)nn12
    -1	176	-4%	4	102	97	1	176	23%
CCn1nc(NC(=O)c2ccncc2)c2cc3cc(C)ccc3nc21
    2	151	/	/	/	/	-2	151	/
NC(=O)Nc1ccc(Oc2c(F)c(F)c(F)c(F)c2F)cc1
    /	/	-3%	11	94	84	/	/	18%
O=c1[nH]c2cc3c(cc2cc1C(c1nnnn1CC1CCCO1)N1CCCC1)OCO3 (stereo unspecified)
    0	174	-17%	10	98	88	0	174	-44%
CCN(CC)Cc1c(O)ccc2occ(C(=O)c3ccc(OC)cc3)c12
    -3	152	/	-9	81	91	3	152	/
CN1C(=O)CC(NNC(=O)c2ccccc2)C1=O (stereo unspecified)
    -11	157	-17%	4	99	94	11	157	-3%
COc1ccc(CN2CC(C(=O)NCC3CCCO3)CC2=O)cc1 (stereo unspecified)
    8	165	-6%	7	110	102	-8	165	-1%
Cc1sc(-n2c(C)cc(/C=N/n3cnnc3)c2C)c(C#N)c1C
    9	98	-3%	0	76	75	-9	98	-8%
CCCN1CCC(NC(=O)Nc2ccccc2C(=O)OC)CC1
    -18	69	16%	-3	84	88	18	69	0%
Cn1nc(-c2ccc(Cl)cc2)c2cc(C(=O)NCC3CCCO3)sc21 (stereo unspecified)
    4	149	-1%	1	51	50	-4	149	-57%
CC1(C(=O)NC2CCCCCCC2)CCC(=O)N1Cc1ccco1 (stereo unspecified)
    6	116	0%	/	/	/	-7	116	10%
O=C(Cc1ccccc1)NCC1COc2ccccc2O1 (stereo unspecified)
    -26	125	/	7	96	90	26	125	/
CCc1ccccc1NC1=NCC(=O)N1Cc1ccc2c(c1)OCO2
    -13	123	/	-3	94	97	13	123	/
NC(=O)CN(c1ccccc1)C1SC(=O)N(Cc2ccccc2)C1=O (stereo unspecified)
    -10	160	-7%	5	81	76	10	160	12%
CC(=O)Oc1cc2c(C(=O)NCCCN3CCOCC3)c(C)oc2c2ccccc12
    -10	205	1%	-1	45	47	10	205	-48%
O=C(COc1ccccc1)Nc1ncccn1
    -1	181	-4%	-5	83	88	1	181	9%
CCn1c2ccccc2c2nnc(SCC(N)=O)nc21
    4	170	-2%	11	92	81	-4	170	15%
CC(NC(=O)C(c1ccccc1)c1ccccc1)C(=O)O (stereo unspecified)
    /	/	-6%	4	101	97	/	/	-24%
CC(=O)Nc1ccc(Oc2sc(C(=O)c3ccccc3)c(N)c2C#N)cc1
    -12	183	0%	/	/	/	12	183	-9%
O=C(OCc1ccccc1)/C(=C/c1ccc(Cl)cc1)NC(=O)c1ccccc1Cl
    -40	183	-11%	/	/	/	40*	183*	11%
Cc1oc(-c2ccc(Cl)cc2)nc1CS(=O)CC(=O)NCc1cccs1 (stereo unspecified)
    -3	136	7%	0	102	102	3	136	-51%
O=C(NCCc1c[nH]c2ccccc12)C1Cc2ccccc2CN1C(=O)c1ccco1 (stereo unspecified)
    -8	113	-13%	-17	74	91	8	113	-70%
CCC(C)(C)NC(=O)CN(C(=O)CNS(=O)(=O)c1ccc(C)cc1)c1ccc2c(c1)OCCO2
    12	97	-1%	-16	71	88	-12	97	-97%
CN(C)CCCNc1c2c(c(C#N)c3nc4ccccc4n13)CCC2
    /	/	28%	6	110	103	/	/	-54%
CNS(=O)(=O)c1cc(O)c2c(S(=O)(=O)NC)cccc2c1
    /	/	-4%	4	90	86	/	/	-23%
COc1ccccc1NC(=O)c1[nH]c(C)c(C(C)=O)c1C
    -11	193	-3%	5	77	72	11	193	16%
O=C1C(Cl)=C(N2CCCCCC2)C(=O)N1c1ccccc1
    -5	79	-13%	17	102	85	5	79	3%
COc1ccccc1/C=C1\SC(=O)N(CCC(=O)NNC(=O)c2ccccc2Cl)C1=O
    5	124	28%	/	/	/	-5	124	15%
CCCCn1c(NC(=O)c2ccc(Br)o2)c(S(=O)(=O)c2ccccc2)c2nc3ccccc3nc21
    2	180	-4%	/	/	/	-2	180	-61%
O=C(c1ccc2nc3ccccc3c(=O)n2c1)N1CCN(Cc2ccc3c(c2)OCO3)CC1
    -4	181	-12%	/	/	/	4	181	-46%
CCN(CC)c1nc(N)nc(NS(=O)(=O)c2ccc(Cl)cc2)n1
    2	177	-6%	13	97	84	-2	177	-17%
NC(=O)c1ccsc1NC(=O)CSc1ccccc1F
    -20	160	-4%	10	98	88	19	160	2%
Cc1nc(NCC2CCCO2)nc2c1C(=O)CC(C)C2 (stereo unspecified)
    2	169	-11%	4	93	89	-2	169	7%
O=C(Nc1ccc(Cl)cc1Cl)C1CCC(=O)N1Cc1ccccc1Cl (stereo unspecified)
    -9	177	-19%	/	/	/	9	177	-12%
Nn1cc(-c2ccccc2)nc1SCC(=O)N1CCN(S(=O)(=O)c2ccc(Cl)cc2)CC1
    /	/	2%	-1	80	82	/	/	17%
O=c1c(-c2cc3ccccc3o2)[n+]([O-])c2ccccc2n1OCc1ccccn1
    2	164	11%	-9	36	44	-2	164	8%
CC1CCCCN1S(=O)(=O)c1ccc(C(=O)Nc2nnc(-c3cccs3)o2)cc1 (stereo unspecified)
    1	212	13%	/	/	/	-1	212	-33%
CCC(=O)Nc1ccc(S(=O)(=O)NCCc2ccccc2)cc1
    -16	168	16%	12	102	90	16	168	16%
CCc1ccc(-c2nnn(Cc3nc4ccccc4s3)n2)cc1
    -15	154	1%	4	95	92	15	154	13%
COc1cccc(-c2nc(CS(=O)CC(=O)NC3CCCC3)c(C)o2)c1 (stereo unspecified)
    /	/	-11%	12	94	82	/	/	-60%
COC(=O)C1C(=O)C2=C(CC1C)NC(=O)CC2c1cccc(C)c1 (stereo unspecified)
    -10	7	0%	3	103	99	10	7	-1%
Cc1cc(-c2ccccc2)[nH]c(=O)c1S(=O)(=O)c1ccccc1
    6	113	-2%	/	/	/	-6	113	-11%
O=C(NC1(C(F)(F)F)C(=O)Nc2c1c(=O)[nH]c(=O)n2Cc1ccco1)C1CCCCC1 (stereo unspecified)
    7	69	14%	0	102	102	-7	69	2%
CCc1nc2oc3ccccc3c(=O)c2c(=O)n1Cc1ccc(OC)cc1
    0	102	-16%	-5	93	97	0	102	15%
Cc1c(-c2nc(N)nc(Nc3ccccc3F)n2)oc2ccccc12
    14	89	5%	-22	20	41	-14	89	-27%
CCN1CCCC1Cn1cnc2c([nH]c3ccc(C)cc32)c1=O (stereo unspecified)
    -5	86	7%	/	/	/	5	86	2%
Nn1c(SC/C=C/c2ccccc2)nnc1-c1ccco1
    6	168	-5%	13	101	88	-6	168	10%
COc1ccc(S(=O)(=O)N(C)CC(=O)Nc2ccccc2SC)cc1Cl
    -10	98	-10%	-7	68	75	10	98	12%
COc1ccc2cc(C(c3nnnn3C(C)(C)C)N3CCSCC3)c(=O)[nH]c2c1 (stereo unspecified)
    4	133	3%	14	89	75	-4	133	-26%
Nc1nc(SCC(=O)Nc2cc(-c3ccccc3)nn2-c2ccccc2)n[nH]1
    -11	134	-14%	/	/	/	11	134	-198%
O=c1cc(N2CCOCC2)c2ccccc2o1
    4	63	-6%	1	101	100	-4	63	17%

Next section:
Under each structure: NFkB transloc inh	NFkB transloc inh cell count 2 µM	Bcl-B displacement	MRP reversal	MRP reversal cytotoxicity	MRP reversal with doxorubicin	IL1B NFkB pot	IL1B NFkB pot cell count 2 µM	PLAP inhibitors HTS
C=CCOn1c(=O)c(-c2ccc(OC)c(OC)c2)[n+]([O-])c2ccccc21
    -1	188	12%	7	83	76	1	188	1%
CNC(=O)CN(c1ccc(OC)cc1)S(=O)(=O)c1ccc(F)cc1
    9	98	/	6	100	94	-9	98	/
O=C(NNC(=O)c1ccccc1-n1cccc1)c1ccc(Cl)cc1Cl
    6	122	-9%	/	/	/	-6	122	-42%
O=C(Nc1cccc(Cl)c1)Nc1nc(-c2ccc(Cl)cc2)cs1
    -2	131	3%	/	/	/	2	131	-6%
COc1ccc(Cn2c(=O)oc3ccc(C)cc32)cc1OC
    0	126	-3%	3	78	75	1	126	-42%
Cc1ccc(NC(=O)Cn2c(=O)n(Cc3ccco3)c(=N)c3c4c(sc32)COC(C)(C)C4)cc1
    12	157	-7%	52	75	23	-12	157	-2%
O=C(NCc1ccco1)c1nc2nc(-c3cccs3)cc(C(F)(F)F)n2n1
    -2	129	11%	5	72	67	2	129	-30%
COc1ccc(NC(=O)Nc2ccc(Cc3ccncc3)cc2)cc1OC
    1	174	6%	/	/	/	-1	174	-2%
Cc1cccc(/C(N)=N/OC(=O)CCCN2C(=O)c3ccccc3C2=O)c1
    -16	131	9%	/	/	/	16	131	-1%
Cc1cc(NC(=O)CSc2nc(-c3cccnc3)ccc2C#N)no1
    0	148	-10%	2	93	91	0	148	16%
CCOc1ccc(NC(=O)c2cccc3c2C(=O)N(CCOC)C3)cc1
    10	125	-6%	-3	91	94	-10	125	17%
CCn1c(Cc2ccccc2)nnc1SCC(=O)NC(C)(C)C
    4	108	-4%	-6	79	86	-4	108	-6%
CC(C(=O)N1CC2(C)CC1CC(C)(C)C2)N1C(=O)c2ccccc2C1=O (stereo unspecified)
    -6	154	0%	-7	89	96	6	154	-35%
c1cncc(-c2nnc(SCCSc3nnc(-c4cccnc4)o3)o2)c1
    -16	173	/	8	85	77	16	173	/
Cc1cc[n+](-c2nc([O-])sc2/C=N/Nc2ccc([N+](=O)[O-])cc2)cc1
    -10	169	80%	-9	106	116	10	169	20%

Single values from the list:
For IL1B NFkB pot cell count 2 µM, `O=C(Nc1cccc(Cl)c1)Nc1nc(-c2ccc(Cl)cc2)cs1` has 131
For IL1B NFkB pot cell count 2 µM, `Cc1ccc(NC(=O)Cn2c(=O)n(Cc3ccco3)c(=N)c3c4c(sc32)COC(C)(C)C4)cc1` has 157
For MRP reversal cytotoxicity, `CC(C(=O)N1CC2(C)CC1CC(C)(C)C2)N1C(=O)c2ccccc2C1=O` (stereo unspecified) has 89
